MsrA inh: bovine MsrA inhibition; inhibition, % at 15.5 µM; purified bovine MsrA, absorbance read-out; 0.75% of 360,000 active; in the data active means inhibition above about 4.5%;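 further: 0% = vehicle wells with enzyme and 100% = reference inhibitor wells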
SKN-1 block: inhibitors of C. elegans SKN-1; AID 624304; 0.49% of 360,000 active; C. elegans VP596 Pgst-4::GFP/RFP ratio, acrylamide-induced, 24 h; inhibition, % at 21.8 µM;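 active means interference check ratio from 0.5 to 1.5 plus GFP to RFP signal ratio inhibition reaching or exceeding a fixed threshold, cut at about 30% in these data, passing the limit was not always enough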; further: some compounds called inactive have numbers as strong as hits
Rin1 Abl inh: blocks binding of human Rin1 to Abl; TR-FRET Rin1/Abl binding, biochemical; 0.4% of 360,000 active; inhibition, % at 7.35 µM; P00519+Q13671; in the data active means inhibition above about 5%, passing the limit was not always enough
CendR NRP1 mod: NRP-1/CendR interaction modulation. O14786. FAM-RPARPAR peptide binding to NRP-1, fluorescence polarization. inhibition, % at 25 µM. 0.85% of 360,000 active. AID 602438;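 active means inhibition or corrected inhibition above about 18%, plus a signal ratio from 0.5 to 1.5, limit read from the data, passing the limit was not always enough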; further: strong numbers were not always called active
E coli Lon inh: E. coli protease La inhibition; P0A9M0; purified E. coli Lon protease, fluorescence polarization; inhibition, % at 7.94 µM; 0.42% of 360,000 active; AID 602123; in the data active means inhibition above about 13%, passing the limit was not always enough;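 further: 0% = enzyme with probe and DMSO and 100% = no enzyme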
Target sequence (P0A9M0 whole entry, looked up): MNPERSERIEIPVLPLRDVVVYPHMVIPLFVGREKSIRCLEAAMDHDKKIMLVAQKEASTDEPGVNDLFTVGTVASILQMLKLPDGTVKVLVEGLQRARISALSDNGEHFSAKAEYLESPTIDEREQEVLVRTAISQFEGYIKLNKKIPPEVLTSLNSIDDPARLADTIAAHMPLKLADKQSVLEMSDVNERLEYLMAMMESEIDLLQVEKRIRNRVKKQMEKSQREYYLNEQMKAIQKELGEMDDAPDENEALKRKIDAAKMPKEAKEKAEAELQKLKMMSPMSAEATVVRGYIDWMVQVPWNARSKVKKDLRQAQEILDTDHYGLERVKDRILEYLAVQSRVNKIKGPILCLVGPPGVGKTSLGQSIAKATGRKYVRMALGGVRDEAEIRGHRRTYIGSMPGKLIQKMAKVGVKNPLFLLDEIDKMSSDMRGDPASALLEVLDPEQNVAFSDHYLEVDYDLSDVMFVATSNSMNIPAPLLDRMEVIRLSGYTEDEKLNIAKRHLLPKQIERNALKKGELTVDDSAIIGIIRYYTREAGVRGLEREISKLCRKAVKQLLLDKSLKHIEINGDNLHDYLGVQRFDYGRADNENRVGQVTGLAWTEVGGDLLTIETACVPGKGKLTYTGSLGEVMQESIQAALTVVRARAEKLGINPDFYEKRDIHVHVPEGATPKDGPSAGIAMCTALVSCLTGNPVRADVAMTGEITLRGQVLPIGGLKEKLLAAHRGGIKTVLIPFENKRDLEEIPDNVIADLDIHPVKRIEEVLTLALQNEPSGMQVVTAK
MsrA act: activates bovine MsrA enzyme. 0.3% of 360,000 active. AID 602163. purified bovine MsrA, absorbance read-out. activation, % at 10.6 µM; in the data active means activation above about 7.5%;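 further: 0% = vehicle and 100% = reference activator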
FAS-TE inh: FAS thioesterase (human) inhibition. P49327. recombinant FAS-TE, OMFH fluorogenic substrate, fluorescence endpoint. inhibition, % at 15 µM. 0.67% of 360,000 active. AID 602261;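 active means compounds whose normalised, plate-corrected inhibition of enzyme fluorescence in the single-dose primary screen is 50% or more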;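 further: 0% = DMSO with enzyme and 100% = substrate without enzyme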
Neddylation inh: cullin neddylation inhibition; 0.58% of 360,000 active; P61081+Q13564; TR-FRET cullin neddylation, biochemical; calls only at 25 µM; in the data active means inhibition above about 36%
MT1-MMP act inh: MT1-MMP (human) activation inhibition; P50281; HT1080 RFP-PRO-GFP cells, GFP/RFP ratio fluorescence, overnight; percent of plate control window, DMSO zero; GFP/RFP ratio change, % at 20 µM; 0.061% of 360,000 active;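 active means GFP/RFP ratio change of at least 30% with cell ATP level not reduced by more than half and red fluorescence within 50% of control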; further: strong numbers were not always called active
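Assay system: HT1080 cells carrying an RFP-PRO-GFP reporter | Dosing: Single dose of 20 µM compound, 1% DMSO final | Incubation: Cells overnight before dosing, compound overnight, 37 °C, 5% CO2 | Evaluation: GFP/RFP fluorescence ratio | Control set: DMSO and RFP-L50D-GFP cell wells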
Numbers without * were called inactive; i = inactive; x = no result given. Rows were taken by chance. About 4.2% of those tested had a hit in this group.

No. | SMILES | MT1-MMP act inh | MsrA inh | CendR NRP1 mod | Neddylation inh | FAS-TE inh
1 | COCCn1nnnc1C(C(C)C)N1CCOCC1 (configuration not stated) | 2 | -1.2 | 6 | i | -5
2 | C=CCOc1ccc(C2/C(=C(\O)c3ccc4c(c3)OCCO4)C(=O)C(=O)N2CCCN2CCOCC2)cc1 (configuration not stated) | -3 | 0.5 | -25 | i | -1
3 | CC(C)Oc1cccc(C(=O)C2CCCN(C(=O)c3csnn3)C2)c1 (configuration not stated) | 0 | -0.6 | 3 | i | -5
4 | Cn1c(=O)c2c(ncn2CC(=O)N2CCN(S(=O)(=O)c3ccc(Cl)cc3)CC2)n(C)c1=O | -2 | -1.2 | 0 | i | 0
5 | CSc1ncc(-c2ccccc2)cn1 | 1 | -0.3 | 10 | i | -6
6 | CCn1c(SCC(=O)c2cc(C)n(CC3CCCO3)c2C)nc2ccccc21 (configuration not stated) | 5 | 1.2 | 14 | i | 2
7 | O=C1CSC(=S)N1c1cccnc1 | 18 | 0.2 | -7 | i | -9
8 | Cc1ccc(CN2CCC(NC(=O)c3ccccc3)CC2)cc1 | 2 | 0.5 | 6 | i | -1
9 | O=S(=O)(c1ccccc1)N(CC(O)Cn1c2ccccc2c2ccccc21)c1ccccc1 (configuration not stated) | -24 | 2.5 | 17 | i | 29
10 | C/C(=N\NC(=O)c1nnn(-c2nonc2N)c1C(C)C)c1cc(C)sc1C | 0 | -0.3 | 11 | i | 10

No. | MsrA act | SKN-1 block | Rin1 Abl inh | E coli Lon inh
1 | -9 | -2 | 2 | -4
2 | -13 | 13 | 1 | -6
3 | -3 | -13 | -3 | 0
4 | -3 | -7 | 7 | -1
5 | -1 | 27 | -2 | -2
6 | -2 | 16 | -2 | 0
7 | -3 | 6 | 2 | -9
8 | 1 | -20 | -3 | -3
9 | -3 | 20 | -1 | -7
10 | -2 | 0 | -2 | -3

7 compounds drawn at random from the list so far:
No. | SMILES | MT1-MMP act inh | MsrA inh | CendR NRP1 mod | Neddylation inh | FAS-TE inh
1 | COCCn1nnnc1C(C(C)C)N1CCOCC1 (configuration not stated) | 2 | -1.2 | 6 | i | -5
2 | C=CCOc1ccc(C2/C(=C(\O)c3ccc4c(c3)OCCO4)C(=O)C(=O)N2CCCN2CCOCC2)cc1 (configuration not stated) | -3 | 0.5 | -25 | i | -1
8 | Cc1ccc(CN2CCC(NC(=O)c3ccccc3)CC2)cc1 | 2 | 0.5 | 6 | i | -1
10 | C/C(=N\NC(=O)c1nnn(-c2nonc2N)c1C(C)C)c1cc(C)sc1C | 0 | -0.3 | 11 | i | 10
9 | O=S(=O)(c1ccccc1)N(CC(O)Cn1c2ccccc2c2ccccc21)c1ccccc1 (configuration not stated) | -24 | 2.5 | 17 | i | 29
6 | CCn1c(SCC(=O)c2cc(C)n(CC3CCCO3)c2C)nc2ccccc21 (configuration not stated) | 5 | 1.2 | 14 | i | 2
3 | CC(C)Oc1cccc(C(=O)C2CCCN(C(=O)c3csnn3)C2)c1 (configuration not stated) | 0 | -0.6 | 3 | i | -5

No. | MsrA act | SKN-1 block | Rin1 Abl inh | E coli Lon inh
1 | -9 | -2 | 2 | -4
2 | -13 | 13 | 1 | -6
8 | 1 | -20 | -3 | -3
10 | -2 | 0 | -2 | -3
9 | -3 | 20 | -1 | -7
6 | -2 | 16 | -2 | 0
3 | -3 | -13 | -3 | 0

Further structures follow:
No. | SMILES | MT1-MMP act inh | MsrA inh | CendR NRP1 mod | Neddylation inh | FAS-TE inh
11 | O=C1CCC(=O)N1c1ccc(S(=O)(=O)Nc2ccc(Br)cc2)cc1 | -2 | -0.6 | -6 | i | -4
12 | O=C(Nc1ccc(C(=O)N2CCN(c3ccncc3)CC2)cc1)c1ccc(Br)o1 | 4 | 0.2 | 8 | i | -18
13 | CCN(C(=O)/C=C/c1cc(OC)c(OC)c(OC)c1)C1CCCCC1 | 3 | 0.1 | 5 | i | 1
14 | Cc1cc(C)c2c(c1)[C@@H]1C=CC[C@@H]1[C@H](c1ccc(S(=O)(=O)N3CCOCC3)cc1)N2 | 4 | 0.2 | -14 | i | 10
15 | Cc1oc2c(c(C)cc3oc(=O)c(CC(=O)NCCCN4CCCC4=O)c(C)c32)c1C | 4 | 1.1 | 1 | x | -4
16 | O=C(CSc1nc2ccccc2c(=O)[nH]1)Nc1ccccc1O | 1 | -0.8 | 4 | i | -5
17 | CCCCN(C(=O)c1ccc(OC)c([N+](=O)[O-])c1)c1c(N)n(CCC)c(=O)[nH]c1=O | -1 | 2.5 | 9 | i | -5
18 | COc1ccc(NC(=O)Cn2c(=O)n(CC3CCCO3)c(=O)c3ccccc32)c(OC)c1 (configuration not stated) | x | -0.7 | 9 | i | -9
19 | CN(Cc1ccco1)S(=O)(=O)c1cc(F)ccc1CN1C(=O)c2cccnc2C1=O | -3 | 0.7 | 3 | i | 4
20 | CCC(C)(C)NC(=O)C(C(C)C)N(CC1CCCO1)C(=O)CNS(=O)(=O)c1ccccc1 (configuration not stated) | 0 | -0.8 | 9 | i | -1

No. | MsrA act | SKN-1 block | Rin1 Abl inh | E coli Lon inh
11 | -7 | 11 | 1 | 5
12 | -3 | 11 | x | -11
13 | -4 | -2 | -1 | 2
14 | -5 | 14 | -2 | -15
15 | -5 | 14 | -7 | -6
16 | -8 | -8 | 2 | 8
17 | -1 | 11 | 1 | 1
18 | -9 | -2 | -4 | 7
19 | -2 | 18 | -1 | 3
20 | -2 | -12 | 4 | 1

The list goes on:
No. | SMILES | MT1-MMP act inh | MsrA inh | CendR NRP1 mod | Neddylation inh | FAS-TE inh
21 | COc1ccc(N(C(=O)c2ccncc2)S(=O)(=O)c2ccc3c4c(cccc24)C(=O)N3C)cc1 | -3 | 1.1 | 4 | i | 26
22 | COC(=O)c1cc(Cl)c(NC(=O)/C=C/c2ccc(OC)c(OC)c2)cc1OC | 6 | 4.0 | -4 | i | 17
23 | CCOC(=O)[C@H]1[C@H]2COc3ccc(Cl)cc3[C@@H]2N2C(=O)c3ccc(C)cc3NC(=O)[C@@]12C | -6 | -0.7 | 5 | i | 21
24 | O=C(CSc1nnc(NC(=O)Cc2ccccc2)s1)NCC1CCCO1 (configuration not stated) | -1 | 0.6 | -3 | i | -4
25 | CCOC(=O)C(NC(=O)CCl)(Nc1sc(C)c(CC)c1C#N)C(F)(F)F (configuration not stated) | -4 | -0.8 | 6 | i | 5
26 | CCc1ccc(NC(=O)Cn2cnc([N+](=O)[O-])c2)cc1 | -3 | 0.1 | -6 | i | 13
27 | O=C1NC2(CCCCC2)CO1 | 4 | 0.5 | 3 | i | -12
28 | O=C(O)CC1C(=O)NCCN1CCCc1ccccc1 (configuration not stated) | 4 | -1.2 | 7 | i | -6
29 | O=C(CN1C(=O)NC2(CCCC2)C1=O)N1CCN(S(=O)(=O)c2ccccc2[N+](=O)[O-])CC1 | -1 | -0.3 | 4 | i | -5
30 | O=c1c2c3nc4ccccc4nc3n(CCN3CCOCC3)c2ncn1CCN1CCOCC1 | 17 | 3.1 | -2 | i | -6

No. | MsrA act | SKN-1 block | Rin1 Abl inh | E coli Lon inh
21 | -2 | 1 | 0 | -1
22 | -2 | -1 | -1 | 1
23 | -11 | -3 | -1 | 4
24 | -2 | -1 | 5 | -3
25 | -13 | -4 | 2 | 12
26 | -1 | -6 | 0 | -5
27 | -1 | -7 | 1 | 0
28 | -2 | -4 | -1 | 0
29 | -4 | -9 | -1 | -10
30 | -11 | -11 | -2 | -3

(cont.)
No. | SMILES | MT1-MMP act inh | MsrA inh | CendR NRP1 mod | Neddylation inh | FAS-TE inh
31 | O=C(NC1=NCCS1)c1ccccc1OCc1ccccc1Cl | -4 | 0.1 | 12 | i | -10
32 | CCCCN(CCCC)S(=O)(=O)c1ccc(NC(=O)c2cccs2)cc1 | -18 | 2.6 | 1 | i | 31
33 | CCCn1c(SCC(=O)Nc2ccc(Cl)cn2)nnc1C1CC1 | 0 | 0.2 | 1 | i | -1
34 | CC(C)CN(C(=O)COC(=O)CSc1ccc(Br)cc1)C1CCS(=O)(=O)C1 (configuration not stated) | 8 | 0.1 | -8 | i | 6
35 | COc1ccc(C(C)(C)C)cc1NC(=O)c1cccc(S(=O)(=O)N2CCN(C(C)=O)CC2)c1 | 2 | 0.3 | 4 | i | 30
36 | CCOP(=O)(OCC)c1nc(-c2ccc(C)cc2)oc1N1CCOCC1 | 1 | 0.6 | -5 | x | -4
37 | CCOC(CNc1cc(C)nc2c(-c3ccccc3OC)c(C)nn12)OCC | -4 | 0.6 | 1 | i | -2
38 | O=C(Nc1nnc(C2CC2)s1)C1Cc2ccccc2CN1S(=O)(=O)c1cccs1 (configuration not stated) | -3 | -1.6 | -2 | i | 14
39 | CC(C)(C)N1CC(C(=O)O)CC1=O (configuration not stated) | 3 | -0.2 | -1 | i | -12
40 | Oc1ccc(-c2[nH]ncc2-c2cccc3cccnc23)c(O)c1 | 4 | 0.0 | -11 | i | -111

No. | MsrA act | SKN-1 block | Rin1 Abl inh | E coli Lon inh
31 | -8 | -4 | 0 | -2
32 | -3 | -7 | 3 | -6
33 | -2 | -9 | 3 | -9
34 | -8 | 2 | 1 | 5
35 | 0 | -3 | 1 | -5
36 | -2 | 10 | 1 | -8
37 | -1 | 14 | -1 | -4
38 | 0 | 28 | -5 | -5
39 | -8 | 10 | 1 | -8
40 | -2 | 4 | 2 | -4

The list continues.
No. | SMILES | MT1-MMP act inh | MsrA inh | CendR NRP1 mod | Neddylation inh | FAS-TE inh
41 | O=C(Nc1ccc2snnc2c1)N1CCSCC1 | 4 | 0.8 | 14 | i | -4
42 | Cc1ccc(NC(=O)CN(C)C(=O)COC(=O)CCS(=O)(=O)c2ccc(C)cc2)cc1 | 1 | 0.9 | 7 | i | 1
43 | O=S(=O)(CCOc1ccccc1)N1CCOCC1 | 1 | 0.7 | -2 | i | -4
44 | COc1ccccc1/C=N/Nc1nc(C)cc(C)n1 | 1 | 3.4 | 9 | i | 0
45 | FC(F)Oc1ccc(NC(=S)NCC2COc3ccccc3O2)cc1 (configuration not stated) | 0 | -0.5 | 6 | i | 8
46 | C=CCN1C(=O)C(Cc2ccc(C)cc2)S/C1=N/N=C/c1ccco1 (configuration not stated) | 3 | 0.1 | 1 | i | 22
47 | Cc1nnc(NC(=O)CSc2ccccc2N)s1 | 1 | 0.1 | -7 | i | -6
48 | Cc1ccc(CNC(=O)CSc2nc(C)cs2)cc1 | -1 | -0.8 | 14 | i | -6
49 | CC1=C(C(=O)OCc2ccc3c(c2)OCO3)C(c2ccc(O)c([N+](=O)[O-])c2)NC(=O)N1 (configuration not stated) | -6 | 0.5 | 3 | i | -9
50 | COC(=O)[C@H]1CN(C(=O)c2ccccc2)C(=O)N1 | 5 | 0.8 | 25* | i | -17

No. | MsrA act | SKN-1 block | Rin1 Abl inh | E coli Lon inh
41 | 3 | 39* | 1 | 1
42 | -3 | 7 | 0 | 5
43 | -9 | 0 | 2 | -8
44 | -2 | 12 | -1 | -1
45 | -2 | 2 | -1 | 2
46 | -13 | -7 | -1 | 4
47 | 0 | 25 | -4 | 3
48 | -4 | 13 | -2 | -9
49 | -3 | -3 | -1 | 1
50 | -3 | 4 | -1 | 0

Other compounds follow.
No. | SMILES | MT1-MMP act inh | MsrA inh | CendR NRP1 mod | Neddylation inh | FAS-TE inh
51 | O=C(NN1CCCCC1)c1cnn2c(C(F)F)cc(-c3ccccc3)nc12 | 3 | 1.1 | -3 | i | -4
52 | CCC1=C(c2ccc(C)cc2)S(=O)(=O)N=C1N1CCC(C(=O)NCCCN2CCCCC2)CC1 | -1 | 1.1 | 10 | i | -3
53 | Cc1ccc(SCC(=O)O/N=C(\N)c2ccc([N+](=O)[O-])cc2)cc1 | -7 | 1.1 | 14 | i | 18
54 | COc1nc(-c2ccccc2)cc(-c2ccc(OC)c(OC)c2)n1 | -9 | 1.6 | -8 | x | 22
55 | S=c1[nH]nc(COc2ccccc2)n1-c1ccccc1 | 0 | 0.4 | 6 | i | -9

No. | MsrA act | SKN-1 block | Rin1 Abl inh | E coli Lon inh
51 | -4 | -9 | 1 | -6
52 | -3 | 1 | -2 | 1
53 | 2 | 3 | 0 | -3
54 | 2 | 17 | 0 | 2
55 | 3 | 8 | -5 | 3

Bioassay records as filed in PubChem BioAssay.
